MEKK2 WT-MEK5 = modulators of MEK5 binding to wildtype MEKK2, primary screen, biochemical, multiplex bead flow cytometry, Alexa488-MEK5; binding response (% of control), % at 10 µM; Mitogen-activated protein kinase kinase kinase 2 (Homo sapiens), Q9Y2U5; AID 1531, 2009; Alexa488-MEK5 binding to MEKK2 WT; actives lie on both sides; 1.1% of 290,000 active; in the data active = binding response below about 67% or above about 130%; inconclusive = no clear call, values can overlap the other calls; inactive = in between
CRFBP-R2 agonist = agonists of CRF-BP/CRF-R2 complex, primary screen, cell-based, HEK293, calcium dye fluorescence, uHTS; CRF-binding protein / CRF receptor 2 complex (human); calcium dye fluorescence (FLIPR); percent of saturating CRF peptide response; activation, % at 13.2 µM; 0.46% of 350,000 active;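 active = activation of at least 50%, plus an integration ratio under a set limit after plate pattern correction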;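 note: plate controls were neutral control wells without compound for no effect and CRF at EC100 for full effect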
MEKK2mut PB1 HTS = MEK5 binding signal on mutant MEKK2 PB1, primary screen, biochemical, multiplex bead flow cytometry, Alexa488-MEK5 | Alexa488-MEK5 binding to MEKK2 mutant | percent response, % at 10 µM | 0.35% of 290,000 active | AID 1530, 2009; in the data active = percent response above about 24%, passing the limit was not always enough; note: inactives centre near 1; some results filed as inactive read as strong as hits
SUMO HTRF inh = inhibitors of in vitro SUMOylation cascade, primary screen, biochemical, HTRF, uHTS. SUMO-conjugating enzyme UBC9 (Homo sapiens), P63279. HTRF SUMOylation assay, SAE1/SAE2 + UBC9. inhibition, % at 35 µM. 0.36% of 290,000 active; in the data active = inhibition above about 50%, passing the limit was not always enough; inconclusive = no clear call, values can overlap the other calls; note: strong numbers were not always called active
Target sequence (P63279 whole entry, looked up): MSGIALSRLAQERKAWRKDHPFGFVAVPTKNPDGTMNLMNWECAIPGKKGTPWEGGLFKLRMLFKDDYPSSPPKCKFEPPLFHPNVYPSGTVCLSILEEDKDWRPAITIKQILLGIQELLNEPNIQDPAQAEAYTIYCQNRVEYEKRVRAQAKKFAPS
GalR3 antagonist = GalR3 antagonists in HEK293 cells, primary screen, cell-based, fluorescence readout; Galanin receptor type 3 (Homo sapiens), O60755; HEK293 GalR3-CNG cAMP membrane potential fluorescence; galR3 body fused to GalR1 C-terminus; inhibition, % at 3 µM; 0.44% of 360,000 active;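 active = inhibition above the screen-wide average plus 3 SD, cut at about 13% in these data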;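 note: forskolin and galanin both at EC90 stimulate the cells; cAMP rise reported by CNG channel membrane potential dye signal; 0% = forskolin plus galanin with DMSO and 100% = forskolin alone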
Target sequence (O60755 1-299 limits assumed): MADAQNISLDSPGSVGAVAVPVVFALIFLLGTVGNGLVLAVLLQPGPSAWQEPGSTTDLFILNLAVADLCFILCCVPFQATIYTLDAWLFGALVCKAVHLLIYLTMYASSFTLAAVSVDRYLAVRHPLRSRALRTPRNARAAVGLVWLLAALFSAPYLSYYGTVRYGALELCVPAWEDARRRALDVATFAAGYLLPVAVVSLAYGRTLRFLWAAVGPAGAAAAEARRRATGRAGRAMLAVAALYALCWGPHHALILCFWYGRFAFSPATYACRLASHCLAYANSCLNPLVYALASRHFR
CRFBP-R2 block = antagonists of CRF-BP/CRF-R2 complex, primary screen, cell-based, HEK293, calcium dye fluorescence, uHTS. CRF-induced calcium fluorescence. inhibition, % at 11.8 µM. 0.59% of 350,000 active;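 active = inhibition of the ligand-induced calcium signal above about 50% at the single tested concentration, limit read from the data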
FID counter = compounds displacing fluorescent DNA intercalator, primary screen, artefact control for HCV NS3 helicase inhibitor project, biochemical, FID fluorescence. inhibition, % at 7.9 µM. AID 1845, 2009. DNA fluorescent intercalator displacement. 0.17% of 290,000 active; in the data active = inhibition above about 37%;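 note: 0% = vehicle and 100% = reference compound; higher means more ethidium bromide displaced from hairpin DNA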
NS3 helicase inh = inhibitors of HCV NS3 helicase, primary screen, biochemical, Cy5 molecular beacon fluorescence | Hepatitis C virus NS3 helicase | inhibition, % at 10.9 µM | 0.56% of 290,000 active | NS3 helicase DNA unwinding;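 active = inhibition above the mean of all tested compounds plus 3 SD, set per campaign, cut at about 35% in these data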;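 note: 0% = DMSO wells and 100% = thioflavine S control wells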
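Control set: DMSO versus 110 µM thioflavine S; Material: NS3 helicase fragment of HCV; Measured by: Cy5 fluorescence at 0 and 60 min, beacon hairpin quenching; Read-out basis: percent inhibition from t60/t0 fluorescence ratio; Times: reaction time 60 min, 25 °C; Repeats: single replicate; Compound dosing: single dose, 10.9 µM nominal final, DMSO 0.8% final.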
MEKK3 PB1 HTS = modulators of MEKK3-MEK5 PB1 binding, primary screen, biochemical, wildtype MEKK3, multiplex bead flow cytometry, Alexa488-MEK5; bead-based flow cytometry, Alexa488-MEK5 binding to MEKK3; actives lie on both sides; 0 = blocked by unlabeled MEK5, 100 = vehicle; binding response (% of control), % at 10 µM; 1.4% of 290,000 active; AID 1529, 2009;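 active = binding response more than 3 SD above or below the average of its plate-row segment, actives on both sides; inconclusive = wells at one plate position flagged as instrument error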;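 note: Alexa488 bead fluorescence after subtracting the streptavidin-only scavenger bead signal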
Target sequence (Q99759 whole entry, looked up): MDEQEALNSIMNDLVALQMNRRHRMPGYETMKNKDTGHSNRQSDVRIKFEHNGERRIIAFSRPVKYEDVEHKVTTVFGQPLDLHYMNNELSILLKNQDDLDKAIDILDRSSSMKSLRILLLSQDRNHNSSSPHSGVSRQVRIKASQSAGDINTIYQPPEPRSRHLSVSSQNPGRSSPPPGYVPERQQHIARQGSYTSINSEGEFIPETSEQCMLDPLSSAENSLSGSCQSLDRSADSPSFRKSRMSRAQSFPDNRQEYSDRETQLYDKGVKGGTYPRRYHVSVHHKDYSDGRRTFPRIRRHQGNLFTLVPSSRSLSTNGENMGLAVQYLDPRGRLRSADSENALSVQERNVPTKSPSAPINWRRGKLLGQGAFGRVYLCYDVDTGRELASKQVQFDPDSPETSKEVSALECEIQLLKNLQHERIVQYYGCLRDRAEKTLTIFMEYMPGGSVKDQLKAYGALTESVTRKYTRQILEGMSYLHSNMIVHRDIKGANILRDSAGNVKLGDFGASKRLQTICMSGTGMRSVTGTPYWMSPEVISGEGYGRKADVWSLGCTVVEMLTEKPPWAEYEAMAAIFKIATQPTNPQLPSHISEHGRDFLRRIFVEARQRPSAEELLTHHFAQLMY
An asterisk follows results filed as active. An excerpt; count on the stated rates, not on these rows.

`CCCc1cc(=O)[nH]c(SCC(=O)c2ccc3c(c2)OCCO3)n1` gave MEKK2 WT-MEK5 98, CRFBP-R2 agonist 5.9, MEKK2mut PB1 HTS 0, SUMO HTRF inh -12, GalR3 antagonist -2, CRFBP-R2 block 25, FID counter -17, NS3 helicase inh 1 and MEKK3 PB1 HTS 100.
For Cc1cccc(COc2ccc(/C(O)=C3\C(=O)C(=O)N(CCN(C)C)C3c3ccncc3)cc2)c1 (centres undefined) the results were MEKK2 WT-MEK5 117, CRFBP-R2 agonist 0.5, MEKK2mut PB1 HTS 8, SUMO HTRF inh 4, CRFBP-R2 block -2, FID counter -4, NS3 helicase inh 7 and MEKK3 PB1 HTS 109.
CCC/C=N/NC(=O)C1COc2ccccc2O1 (centres undefined) was read as MEKK2 WT-MEK5 90, CRFBP-R2 agonist -1.4, MEKK2mut PB1 HTS -12, SUMO HTRF inh 9, GalR3 antagonist 1, CRFBP-R2 block 0, FID counter -6, NS3 helicase inh 4 and MEKK3 PB1 HTS 92.
Cc1ccc(C2/C(=C(/O)c3cnn(-c4ccccc4)c3C)C(=O)C(=O)N2CCN2CCOCC2)o1 (centres undefined) was read as MEKK2 WT-MEK5 108, CRFBP-R2 agonist -1.2, MEKK2mut PB1 HTS 10, SUMO HTRF inh -10, GalR3 antagonist 0, CRFBP-R2 block 15, FID counter -28, NS3 helicase inh 0 and MEKK3 PB1 HTS 105.
`CC(=O)NCCC(=O)Nc1cc(S(=O)(=O)N2CCOCC2)ccc1Oc1ccccc1` gave MEKK2 WT-MEK5 103, CRFBP-R2 agonist -2.9, MEKK2mut PB1 HTS -2, SUMO HTRF inh -5, GalR3 antagonist -4, CRFBP-R2 block 4, FID counter -25, NS3 helicase inh -5 and MEKK3 PB1 HTS 103.
For O=C(C#Cc1ccccc1)Nc1ccccc1F the results were MEKK2 WT-MEK5 106, CRFBP-R2 agonist -0.4, MEKK2mut PB1 HTS 2, SUMO HTRF inh 3, GalR3 antagonist -9, CRFBP-R2 block 6, FID counter 3, NS3 helicase inh 1 and MEKK3 PB1 HTS 106.
For CCS(=O)(=O)N1CCCC(C(=O)NC2CCCCC2)C1 (centres undefined) the results were MEKK2 WT-MEK5 100, CRFBP-R2 agonist 0.8, MEKK2mut PB1 HTS 2, SUMO HTRF inh -11, GalR3 antagonist -2, CRFBP-R2 block -1, FID counter 9, NS3 helicase inh 1 and MEKK3 PB1 HTS 98.
`Cc1ccc(S(=O)(=O)N2CCOCC2)cc1C(=O)N1CCC(Cc2ccccc2)CC1` gave MEKK2 WT-MEK5 105, CRFBP-R2 agonist -0.3, MEKK2mut PB1 HTS 5, SUMO HTRF inh -11, GalR3 antagonist -7, CRFBP-R2 block -7, FID counter -50, NS3 helicase inh -5 and MEKK3 PB1 HTS 101.
CCOC(=O)c1c(-c2ccc(-c3ccccc3)cc2)csc1NC(=O)c1cccc(N2C(=O)CCC2=O)c1 was read as MEKK2 WT-MEK5 106, CRFBP-R2 agonist 9.4, MEKK2mut PB1 HTS 12, SUMO HTRF inh -2, GalR3 antagonist -1, CRFBP-R2 block 6, FID counter 0, NS3 helicase inh -2 and MEKK3 PB1 HTS 101.
For O=C(OCC(=O)N1c2ccccc2Sc2ccccc21)c1ccc[n+]([O-])c1 the results were MEKK2 WT-MEK5 98, CRFBP-R2 agonist 0.9, MEKK2mut PB1 HTS -2, SUMO HTRF inh 5, GalR3 antagonist 0, CRFBP-R2 block 5, FID counter -9, NS3 helicase inh -17 and MEKK3 PB1 HTS 100.

Pulled by compound from the entries so far, two records:
For O=C(OCC(=O)N1c2ccccc2Sc2ccccc21)c1ccc[n+]([O-])c1 the results were MEKK2 WT-MEK5 98, CRFBP-R2 agonist 0.9, MEKK2mut PB1 HTS -2, SUMO HTRF inh 5, GalR3 antagonist 0, CRFBP-R2 block 5, FID counter -9, NS3 helicase inh -17 and MEKK3 PB1 HTS 100.
CCOC(=O)c1c(-c2ccc(-c3ccccc3)cc2)csc1NC(=O)c1cccc(N2C(=O)CCC2=O)c1 was read as MEKK2 WT-MEK5 106, CRFBP-R2 agonist 9.4, MEKK2mut PB1 HTS 12, SUMO HTRF inh -2, GalR3 antagonist -1, CRFBP-R2 block 6, FID counter 0, NS3 helicase inh -2 and MEKK3 PB1 HTS 101.

Other structures
`Cc1c(CC(=O)N[C@@H](C)C(=O)O)c(=O)oc2cc3oc4c(c3cc12)CCCC4` gave MEKK2 WT-MEK5 103, CRFBP-R2 agonist -0.7, MEKK2mut PB1 HTS 2, SUMO HTRF inh 31, GalR3 antagonist -10, CRFBP-R2 block 1, FID counter -31, NS3 helicase inh 8 and MEKK3 PB1 HTS 102.
Screening COc1ccc(CNC(=O)CNS(=O)(=O)c2cccs2)cc1 returned MEKK2 WT-MEK5 101, CRFBP-R2 agonist -1.0, MEKK2mut PB1 HTS 3, SUMO HTRF inh 9, GalR3 antagonist -5, CRFBP-R2 block -5, FID counter -3, NS3 helicase inh 6 and MEKK3 PB1 HTS 102.
Screening COc1ccc(-c2cc(C#N)nc(N3CCNCC3)n2)cc1 returned MEKK2 WT-MEK5 215*, CRFBP-R2 agonist -0.5, MEKK2mut PB1 HTS 57*, SUMO HTRF inh 8, GalR3 antagonist 6, CRFBP-R2 block -22, FID counter 9, NS3 helicase inh -18 and MEKK3 PB1 HTS 84.
Screening CCOc1ccc(N2CC(=O)SC2=S)cc1 returned MEKK2 WT-MEK5 92, CRFBP-R2 agonist 1.0, MEKK2mut PB1 HTS -1, SUMO HTRF inh -5, GalR3 antagonist 3, CRFBP-R2 block -1, FID counter -6, NS3 helicase inh 18 and MEKK3 PB1 HTS 95.
For Cc1ccc(NC(=O)Nc2cccs2)c(Cl)c1 the results were MEKK2 WT-MEK5 99, CRFBP-R2 agonist 0.2, MEKK2mut PB1 HTS -1, SUMO HTRF inh 7, GalR3 antagonist -2, CRFBP-R2 block 10, FID counter -1, NS3 helicase inh 2 and MEKK3 PB1 HTS 104.
`CCOC(=O)c1nnn2c1nc(N1CCN(C)CC1)c1ccccc12` gave MEKK2 WT-MEK5 93, CRFBP-R2 agonist 1.5, MEKK2mut PB1 HTS -5, SUMO HTRF inh 26, GalR3 antagonist -5, CRFBP-R2 block 2, FID counter 0, NS3 helicase inh -1 and MEKK3 PB1 HTS 95.
COc1ccc(C)cc1NC(=O)C1COc2ccccc2O1 (centres undefined) was read as MEKK2 WT-MEK5 106, CRFBP-R2 agonist 1.2, MEKK2mut PB1 HTS 0, SUMO HTRF inh -14, GalR3 antagonist 3, CRFBP-R2 block 17, FID counter -16, NS3 helicase inh -11 and MEKK3 PB1 HTS 119.
`O=C(COc1ccccc1O)Nc1ccc(Cl)cc1` gave MEKK2 WT-MEK5 98, CRFBP-R2 agonist -2.1, MEKK2mut PB1 HTS 1, SUMO HTRF inh 29, GalR3 antagonist -7, CRFBP-R2 block 3, FID counter -5, NS3 helicase inh -7 and MEKK3 PB1 HTS 97.
For CCCN1C(=O)N(C)C(N(O)C(=O)NC)C1(C)C (centres undefined) the results were MEKK2 WT-MEK5 105, CRFBP-R2 agonist 1.1, MEKK2mut PB1 HTS -1, SUMO HTRF inh -3, GalR3 antagonist -3, CRFBP-R2 block 5, FID counter 4, NS3 helicase inh 2 and MEKK3 PB1 HTS 107.
`CN(C)CCCN(C(=O)c1ccc(N2C(=O)CCC2=O)cc1)c1nc2c(F)cccc2s1` gave MEKK2 WT-MEK5 102, CRFBP-R2 agonist 0.5, MEKK2mut PB1 HTS -3, SUMO HTRF inh 11, GalR3 antagonist -5, CRFBP-R2 block -5, FID counter 6, NS3 helicase inh 18 and MEKK3 PB1 HTS 105.
For COC(=O)c1cc(NC(=O)/C=C/c2ccccc2)ccc1O the results were MEKK2 WT-MEK5 90, MEKK2mut PB1 HTS -10, SUMO HTRF inh -5, GalR3 antagonist -8, FID counter -2, NS3 helicase inh -3 and MEKK3 PB1 HTS 94.
`Cc1ccc(CSCCNC(=O)CN2C(=O)c3ccccc3S2(=O)=O)cc1` gave MEKK2 WT-MEK5 100, CRFBP-R2 agonist -0.5, MEKK2mut PB1 HTS -3, SUMO HTRF inh -6, GalR3 antagonist 0, CRFBP-R2 block 23, FID counter -18, NS3 helicase inh -1 and MEKK3 PB1 HTS 93.
For CC(=O)N1CCc2cc(S(=O)(=O)NCCC(=O)Nc3cccc(C)c3C)ccc21 the results were MEKK2 WT-MEK5 107, CRFBP-R2 agonist -1.3, MEKK2mut PB1 HTS 7, SUMO HTRF inh 6, GalR3 antagonist -5, CRFBP-R2 block -9, FID counter -3, NS3 helicase inh -8 and MEKK3 PB1 HTS 105.
`CC(=O)NS(=O)(=O)c1ccc2sc(C)nc2c1` gave MEKK2 WT-MEK5 97, CRFBP-R2 agonist 0.1, MEKK2mut PB1 HTS 1, SUMO HTRF inh 6, GalR3 antagonist -8, CRFBP-R2 block 6, FID counter -2, NS3 helicase inh 4 and MEKK3 PB1 HTS 92.
For O=C(OCC(=O)N1CCCC1)c1ccc(OC(F)(F)F)cc1 the results were MEKK2 WT-MEK5 101, CRFBP-R2 agonist 1.0, MEKK2mut PB1 HTS -4, SUMO HTRF inh 10, GalR3 antagonist -6, CRFBP-R2 block 0, FID counter -4, NS3 helicase inh 20 and MEKK3 PB1 HTS 106.
For O=C(COC(=O)C1CC2C=CC1C2)NCCc1ccccc1 (centres undefined) the results were MEKK2 WT-MEK5 inconclusive, CRFBP-R2 agonist 1.6, MEKK2mut PB1 HTS -31, SUMO HTRF inh 3, GalR3 antagonist -2, CRFBP-R2 block -17, FID counter -15, NS3 helicase inh 7 and MEKK3 PB1 HTS inconclusive.
For O=C(/C=C/c1ccccc1Cl)N1CCCN(C(=O)/C=C/c2ccccc2Cl)CC1 the results were MEKK2 WT-MEK5 95, CRFBP-R2 agonist 4.3, MEKK2mut PB1 HTS 13, SUMO HTRF inh 3, GalR3 antagonist 3, CRFBP-R2 block -34, FID counter -9, NS3 helicase inh -2 and MEKK3 PB1 HTS 103.
Screening COC(=O)C1Cc2c([nH]c3ccccc23)C2(CCN(Cc3ccccc3)CC2)N1 (centres undefined) returned MEKK2 WT-MEK5 123, CRFBP-R2 agonist 2.0, MEKK2mut PB1 HTS 14, SUMO HTRF inh 13, GalR3 antagonist -12, CRFBP-R2 block -13, FID counter 14, NS3 helicase inh -38 and MEKK3 PB1 HTS 104.
`S=C(NCCCN1CCOCC1)NC1CC1` gave MEKK2 WT-MEK5 102, CRFBP-R2 agonist 3.5, MEKK2mut PB1 HTS 0, SUMO HTRF inh 10, GalR3 antagonist -8, CRFBP-R2 block 16, FID counter 1, NS3 helicase inh -6 and MEKK3 PB1 HTS 99.
Screening O=C(c1cc2cc(Br)ccc2o1)N1CCOCC1 returned MEKK2 WT-MEK5 100, CRFBP-R2 agonist 0.4, MEKK2mut PB1 HTS 5, SUMO HTRF inh 18, GalR3 antagonist 0, CRFBP-R2 block -1, FID counter -3, NS3 helicase inh -9 and MEKK3 PB1 HTS 102.
